Screening data from PubChem.
LMNA splice mod = modulators of lamin A splicing; HeLa LMNA splicing GFP/RFP minigene ratio, 48 h; Potency, µM (highest dose often 46.1 µM), inactives show top-dose ratio change, negative = inhibition, hits mostly inhibitors; 0.01% of 200,000 active; AID 1487; active = well fitted inhibition curve with a large enough effect in the signal ratio, with a control signal flat, not every such curve was filed as active; inconclusive = small, poorly fitted or top-dose-only effect, or effect the other way, or a change in a side signal; the % refers to the signal ratio; note: % is set by controls: 0 for no effect and ±100 for the full control effect
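S3 HeLa stable clones carrying a lamin A-EGFP splicing minigene plus DsRed2 were seeded at 600 cells/well in Opti-MEM with 2% FBS, pin-dosed and incubated 48 h at 37°C. Acumen cytometry (488 nm) gave the GFP/RFP total-intensity ratio.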
HTT cytoprotect = protects HTT-Q103 PC12 cells, measured by ATP; PC12 HTT-Q103 induced, cytoprotection, ATP luminescence, 40 h; Potency, µM (doses to about 56.4 µM), for inactives: cytoprotection (ATP increase), hits mostly activators; 0.14% of 230,000 active;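 note: % of control where 0% means no effect; nearly all actives have a fitted effect of over 45% in size; toxic huntingtin expression switched on by the ecdysone agonist tebufenozide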
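Rat PC12, Q103 Htt exon1-GFP fusion, ecdysone promoter; tebufenozide inducer 100 nM final; compound titration; qHTS, 1500 cells/well; ATPlite luminescent read.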
GAA glycogen = GAA glycogen-cleavage inhibition or activation; P10253; recombinant GAA, glycogen substrate, Amplex Red glucose oxidase fluorescence; Potency, µM (top dose mostly 76.4 µM), without a hit: at the top dose activity change, negative = inhibition, actives largely listed as inhibitors; 0.38% of 300,000 active; AID 2100;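 note: 0% = full enzyme reaction and -100% = no-enzyme basal signal; the screen sought inhibitors and activators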
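Natural-substrate format: glycogen cleavage by 4 nM human enzyme, glucose read by Amplex Red coupling (Ex 573, Em 610 nm). Normalized to enzyme and no-enzyme controls.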
* = called active by the depositor; ? = inconclusive; · = not tested or not shown; [ ] = remark or other dose. Unless noted, calls come from the whole dose curve; as a rule, active = well fitted curve in the direction sought with a large enough effect; inconclusive = small, poorly fitted or top-dose-only effect, or another doubt; inactive = no such curve, though single readings can be large; an effect the other way counts as inactive or inconclusive. Potency is the fitted concentration of half-maximal effect. These rows are one share of the data. The share of hits here may be higher or lower than overall.

SMILES	LMNA splice mod	HTT cytoprotect	GAA glycogen
C[C@H](N)c1cccc(Cl)c1Cl	·	-7.9%[1.9 µM]	·
O=C(O)C(=O)Cc1ccc2c(c1)OCO2	·	7.0%[10 µM]	·
N[C@H](Cn1oc(=O)[nH]c1=O)C(=O)O	·	-9.4%[1.9 µM]	·
CC(=O)OC1=CC2=CC[C@H]3[C@H]4CCC(=O)[C@@]4(C)CC(=O)[C@]3(S)[C@]2(C)CC1	·	19.0%[10 µM]	·
C[C@@H](O)CN(CCN(C[C@@H](C)O)C[C@@H](C)O)C[C@@H](C)O.O=[N+]([O-])O.[Cu]	·	-16.7%[10 µM]	·
Clc1ccc(N2C[C@H]3CC[C@@H](C2)N3)nn1	·	20.1%[1.9 µM]	·
CCN(CC)C(=O)N[C@H]1C[C@H]2c3cccc4[nH]cc(c34)C[C@@H]2N(C)C1	·	?	·
N[C@H](Cc1ccc(N(CCCl)CCCl)cc1)C(=O)O	·	-32.5%[inhibitor][1.9 µM]	·
N[C@H](Cc1ccccc1)c1nn[nH]n1	·	-2.3%[10 µM]	·
C[C@@H](Cc1ccc2c(c1)OC(C(=O)O)(C(=O)O)O2)NC[C@H](O)c1cccc(Cl)c1	·	-4.7%[1.9 µM]	·
CC(=O)N1C[C@@H]2C[C@H](C1)c1cccc(=O)n1C2	·	-11.8%	·
NC(=NCCC[C@@H](N)C(=O)O)N[N+](=O)[O-]	·	15.1%[1.9 µM]	·
N[C@@H](Cc1cc(O)c(O)cc1O)C(=O)O	·	-2.3%[1.9 µM]	·
C=CCN1CC[C@]23c4c5ccc(O)c4O[C@@H]2C(=O)CC[C@@]3(O)[C@H]1C5	·	-3.9%[1.9 µM]	·
CC(=O)O[C@H]1CC[C@H]2[C@@H]3CCC4=C[C@@H](C5SCCS5)[C@H](OC(C)=O)C[C@]4(C)[C@H]3CC[C@@]12C	·	13.7%[10 µM]	·
O=C(O)C[O][Sb][O]CC(=O)O	·	-10.9%[10 µM]	·
CO[C@@H]1CC=C2CCN3CCC4=C(CC(=O)OC4)[C@]23C1	·	12.6%[1.9 µM]	·
CC(C)(O)/C=C\C(=O)[C@](C)(O)[C@H]1[C@H](O)C[C@]2(C)[C@@H]3CC=C4[C@@H](C=C(O)C(=O)C4(C)C)[C@]3(C)C(=O)C[C@@]12C	·	5.01µM*	·
CC(C)=C[C@H]1[C@@H](C(=O)OCc2cc3c(cc2Cl)OCO3)C1(C)C	·	-3.3%[10 µM]	·
O=C(O)C(O)(c1ccc(-c2ccccc2)cc1)c1ccc(-c2ccccc2)cc1	·	8.5%[10 µM]	·
C[C@@](Br)(C(=O)O)[C@H](Br)C(=O)O	·	2.1%[10 µM]	·
[N-]=[N+]=NCC(=O)c1c[nH]c(=O)[nH]c1=O	·	9.3%[10 µM]	·
C[C@]12CC[C@@H]3[C@H](CCC4=CC(=O)CC[C@]43C)[C@]1(O)CC[C@@]2(O)C(=O)CO	·	2.6%[10 µM]	·
Cc1cc[c]([Sb]2[O][C@H]([C@H](O)[C@H](O)C(=O)O)[C@@H](CO)[O]2)cc1	·	1.9%[10 µM]	·
O=C(O)C[C@H]1NCc2cc3ccccc3nc21	·	2.7%[10 µM]	·
O=S(=O)(O)/C(=C\c1ccccc1)c1ccccc1 (tested in a mixture with another compound)	·	-10.4%[10 µM]	·
CN(C)[C@@H]1C(=O)C(C(N)=O)=C(O)[C@]2(O)C(=O)C3=C(O)c4c(O)cccc4[C@](C)(O)[C@H]3C[C@@H]12	·	-20.2%[10 µM]	·
NS(=O)(=O)C[C-]1C=C[CH]([Sb-]([Cl])([Cl])([Cl])([Cl])[Cl])C=C1.c1ccncc1 (configuration not stated)	·	-3.2%[10 µM]	·
C[C@H](Br)CN(C[C@H](C)Br)c1ccc2c(c1)Cc1ccccc1-2	·	5.3%[10 µM]	·
Nc1ccccc1O.O.O=C(O)[C@H]1[O][Sb][O][C@H]1C(=O)O	·	21.9%[10 µM]	·
CCSCC[C@H](N)C(=O)O	·	-2.4%[10 µM]	·
O=C(O)CSCC(=O)O	·	-1.0%[10 µM]	·
Cc1c([C@@H](C)[C@H]2NC[C@H](C)C[C@@H]2O)ccc2c1C[C@@H]1[C@H]2CC=C2C[C@@H](O)CC[C@@]21C	·	12.6%[10 µM]	·
COc1cc2nc(CN3CC=C(c4ccccc4)CC3)[nH]c(=O)c2cc1OC	·	-33.1%[inhibitor][10 µM]	·
NC(=O)CN1C[C@@H](O)CC1=O	·	1.0%[1.9 µM]	·
O=C(O)CNC(=O)c1ccc([As](=O)(O)O)cc1	·	4.9%[10 µM]	·
Cc1ccc(O)cc1 (tested in a mixture with another compound)	·	9.2%[10 µM]	·
CC[C@H]1[C@@H]2C[C@@H]3[C@@H]4N(C)c5ccccc5[C@@]45C[C@@H]([C@H]2[C@@H]5O)N3[C@@H]1O	·	-7.0%	·
CC(C)(C)c1ccc(O)c(C[N+](C)(C)C)c1	·	12.6%[10 µM]	·
COc1cc2c(cc1OC)[C@@]13CCN4CC5=CCO[C@H](CC(=O)O)[C@@H]([C@H]1N2)[C@H]5C[C@H]43	·	0.2%[10 µM]	·
O=C(Nc1ccc2c(c1)OCCO2)c1cccn(Cc2ccccc2)c1=O	1.7%[46 µM]	·	·
CC(=O)c1ccc(Oc2nc(C)nc3c2oc2ccccc23)cc1	?	·	·
O=C(Nc1ccon1)c1cccn(Cc2cccc([N+](=O)[O-])c2)c1=O	-6.7%[46 µM]	·	·
Cc1cc(NC(=O)c2cccn(Cc3cccc(Cl)c3)c2=O)no1	14.0%[46 µM]	·	·
O=C(Nc1ccccc1C(F)(F)F)c1cccn(Cc2ccccc2)c1=O	14.0%[46 µM]	·	·
CCc1ccc(-n2c(SC(CC)C(=O)N(CC)CC)nc3n[nH]c(C)c3c2=N)cc1 (configuration not stated)	?	·	·
Cc1ccc(NC(=O)Nc2ccc3nc(N4CCN(C)CC4)cc(C)c3c2)cc1F	?	·	·
CCc1ccccc1NC(=O)c1cccn(Cc2ccccc2F)c1=O	?	·	·
CC(C)Cc1nc2cccnc2n1C1CCNCC1	10.8%[46 µM]	·	·
COc1ccc(OCC(=O)N2CCN(Cc3cc(=O)n4nc(-c5ccc(OC)cc5)sc4n3)CC2)cc1	-0.2%[46 µM]	·	·
COc1ccc(C2=C(C(C)=O)Sc3nnc(-c4ccc(Cl)cc4)n3N2C(C)=O)cc1OC	?	·	·
CC(=O)NS(=O)(=O)c1ccc(NC(=O)c2cccn(Cc3ccc(Cl)cc3)c2=O)cc1	-8.5%[46 µM]	·	·
O=C(NCc1ccccc1)N1CCc2c(sc3c2CCCC3)C1c1ccccc1 (configuration not stated)	?	·	·
Cc1cccc(Cn2cccc(C(=O)Nc3nc4ccccc4s3)c2=O)c1	5.8%[46 µM]	·	·
CCOc1ccc(NC(=O)c2cccn(Cc3cccc(Cl)c3)c2=O)cc1	?	·	·
Cc1cccc(-n2c(/C=C/c3cccc4ccccc34)nc3ccccc3c2=O)c1	?	·	·
O=c1c2ccccc2nc(/C=C\c2ccc(F)cc2)n1-c1ccccc1F	?	·	·
Cc1nnc(NC(=O)c2cccn(Cc3ccc(Cl)cc3)c2=O)s1	?	·	·
O=C(Nc1ccon1)c1cccn(Cc2ccccc2)c1=O	-5.3%[46 µM]	·	·
Cc1cc(NC(=O)CSc2nc3c([nH]c4ccccc43)c(=O)n2-c2ccc(Cl)cc2)no1	?	·	·
(listing goes on)
SMILES	LMNA splice mod	HTT cytoprotect	GAA glycogen
O=C1CC(c2ccccc2Br)c2c(c3ccccc3oc2=O)O1 (configuration not stated)	-3.2%[46 µM]	·	·
CCC(=O)C1=C(c2cccc([N+](=O)[O-])c2)N(C(=O)CC)n2c(nnc2C2CCCCC2)S1	?	·	·
O=C(Nc1ccc2c(c1)OCO2)c1cccn(Cc2ccc(F)cc2)c1=O	?	·	·
O=C(Nc1ccon1)c1cccn(Cc2cccc(Cl)c2)c1=O	?	·	·
CCN1C(=O)c2ccccc2Sc2ccc(NC(=O)Nc3ccc(Br)c(C)c3)cc21	?	·	·
O=C(Nc1ccc2c(c1)OCO2)c1cccn(Cc2cccc([N+](=O)[O-])c2)c1=O	9.1%[46 µM]	·	·
CCCCc1nn2c(=O)cc(COC(=O)Cc3ccccc3)nc2s1	?	·	·
Cc1ccc(NC(=O)CN2C(=O)CN=C(c3ccccc3)c3ccccc32)cc1Cl	?	·	·
N#Cc1cccc(NC(=O)c2sc3nc4c(cc3c2N)N2CCC4CC2)c1	?	·	·
Cc1ccccc1CN1C(=O)CN=C(c2ccccc2)c2cc(Cl)ccc21	-16.6%[46 µM]	·	·
COc1ccc(NC(=O)CCc2nc(C3=CCN(Cc4cccc(Cl)c4)CC3)no2)cc1OC	1.2%[46 µM]	·	·
Cc1ccc(NC(=O)c2cccn(Cc3ccccc3C)c2=O)c(C)c1	3.2%[46 µM]	·	·
CCc1ccccc1NC(=O)C(CC)Oc1ccccc1-c1nnc(-c2ccccc2)o1 (configuration not stated)	?	·	·
O=C1CN=C(c2ccccc2Cl)c2cc(Cl)ccc2N1Cc1cccc(Cl)c1	-17.7%[46 µM]	·	·
Cc1cc(OCC(=O)N[C@@H](Cc2ccccc2)C(=O)O)c2c3c(c(=O)oc2c1)CCCC3	·	·	4.8%[76.3 µM]
Cc1cccc(CCNCc2cc3ccc(C)cc3[nH]c2=O)c1	·	·	-12.8%[76.3 µM]
Cc1cccc(-n2c(/C=C/c3ccccn3)nc3ccccc3c2=O)c1	·	·	3.4%[76.3 µM]
CCOc1ccc(C(C)=O)cc1Cn1ccsc1=N	·	·	-9.8%
CC/C=C/CC(=O)N[C@@H](c1ccccc1)[C@@H](O)C(=O)O[C@H]1C[C@@]2(O)[C@@H](OC(=O)c3ccccc3)C3[C@](C)(C(=O)[C@H](OC(C)=O)C(=C1C)C2(C)C)[C@@H](O)C[C@H]1OC[C@@]31OC(C)=O (some centres not stated)	·	·	0.3%[76.3 µM]
O=c1c2ccccc2nc(/C=C/c2ccccc2F)n1-c1cccc(O)c1	·	·	16.3%[76.3 µM]
CC1=C2[C@@H]3OC(=O)[C@H](C)C3CC[C@@]2(C)C=CC1=O (some centres not stated)	·	·	2.8%
CN(C)CCN(CC1CCCN(Cc2ccccc2F)C1)C(=O)Cc1ccc(F)c(F)c1 (configuration not stated)	·	·	-5.7%[76.3 µM]
COc1ccc(-c2nn(CCC#N)cc2C(=O)Nc2cccc([N+](=O)[O-])c2)cc1OC	·	·	1.6%[76.3 µM]
Cc1ccc(C(=O)COC(=O)Cc2ccccc2)cc1	·	·	-1.0%[76.3 µM]
CCN1C[C@]2(C)CC[C@H](OC)[C@]34C2[C@H](OC(C)=O)[C@@]2(OCO[C@@]25C[C@H](OC)[C@H]2C[C@]3(O)C5[C@H]2OC)[C@@H]14	·	·	2.3%
COc1cccc(N2C(=O)/C(=C/c3ccc(C)o3)C(=O)NC2=S)c1	·	·	?
CC(=O)c1cn(Cc2ccc(F)cc2)c2ccccc12	·	·	-11.0%[76.3 µM]
Cn1c(O)c(Cc2cccc(Cl)c2Cl)c(=O)n(C)c1=O	·	·	4.5%
COc1ccc(-c2nn(CCC#N)cc2C(=O)Nc2ccccc2Br)cc1	·	·	-2.7%[76.3 µM]
COc1ccc(-n2c(C)nc3ccccc3c2=O)c([N+](=O)[O-])c1	·	·	-8.6%[76.3 µM]
OC(CC#CCN1CCCCCC1)(c1ccccc1)C1CCCC1 (configuration not stated)	·	·	4.0%[76.3 µM]
O=C(C[N+]12CCC(CC1)C(O)C2)c1ccc(Br)cc1 (configuration not stated)	·	·	-8.8%

Filtered by structure, the entries above containing an aryl thioether with sulfur outside any ring.
SMILES	LMNA splice mod	HTT cytoprotect	GAA glycogen
CCc1ccc(-n2c(SC(CC)C(=O)N(CC)CC)nc3n[nH]c(C)c3c2=N)cc1 (configuration not stated)	?	·	·
Cc1cc(NC(=O)CSc2nc3c([nH]c4ccccc43)c(=O)n2-c2ccc(Cl)cc2)no1	?	·	·

In another format: entries from further up.
canonical_smiles: Cc1cccc(-n2c(/C=C/c3ccccn3)nc3ccccc3c2=O)c1
  LMNA splice mod: ·	HTT cytoprotect: ·	GAA glycogen: 3.4%[76.3 µM]

canonical_smiles: CC(=O)O[C@H]1CC[C@H]2[C@@H]3CCC4=C[C@@H](C5SCCS5)[C@H](OC(C)=O)C[C@]4(C)[C@H]3CC[C@@]12C
  LMNA splice mod: ·	HTT cytoprotect: 13.7%[10 µM]	GAA glycogen: ·

canonical_smiles: NS(=O)(=O)C[C-]1C=C[CH]([Sb-]([Cl])([Cl])([Cl])([Cl])[Cl])C=C1.c1ccncc1 (configuration not stated)
  LMNA splice mod: ·	HTT cytoprotect: -3.2%[10 µM]	GAA glycogen: ·

canonical_smiles: OC(CC#CCN1CCCCCC1)(c1ccccc1)C1CCCC1 (configuration not stated)
  LMNA splice mod: ·	HTT cytoprotect: ·	GAA glycogen: 4.0%[76.3 µM]
